Screening results from PubChem.
ABCB6 inh 2: ABCB6 transporter inhibitors, primary screen, K562-ABCB6 cells, flow cytometry, MLPCN library. ATP-binding cassette sub-family B member 6 (Homo sapiens), Q9NP58. K562-ABCB6 porphyrin accumulation, 1 h; stronger effect = lower value. fluorescence ratio to DMSO, % at 10 µM. actives 0.19% (n = 360,000);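 active = fluorescence ratio to DMSO below 75%, the collection mean minus 3 SD; inconclusive = too few cells collected in the well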;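 note: signal is porphyrin accumulated inside mitochondria; 100% equals median channel fluorescence of DMSO control wells; lower ratio means ABCB6 inhibition with less porphyrin fluorescence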
Target sequence (Q9NP58 whole entry, looked up): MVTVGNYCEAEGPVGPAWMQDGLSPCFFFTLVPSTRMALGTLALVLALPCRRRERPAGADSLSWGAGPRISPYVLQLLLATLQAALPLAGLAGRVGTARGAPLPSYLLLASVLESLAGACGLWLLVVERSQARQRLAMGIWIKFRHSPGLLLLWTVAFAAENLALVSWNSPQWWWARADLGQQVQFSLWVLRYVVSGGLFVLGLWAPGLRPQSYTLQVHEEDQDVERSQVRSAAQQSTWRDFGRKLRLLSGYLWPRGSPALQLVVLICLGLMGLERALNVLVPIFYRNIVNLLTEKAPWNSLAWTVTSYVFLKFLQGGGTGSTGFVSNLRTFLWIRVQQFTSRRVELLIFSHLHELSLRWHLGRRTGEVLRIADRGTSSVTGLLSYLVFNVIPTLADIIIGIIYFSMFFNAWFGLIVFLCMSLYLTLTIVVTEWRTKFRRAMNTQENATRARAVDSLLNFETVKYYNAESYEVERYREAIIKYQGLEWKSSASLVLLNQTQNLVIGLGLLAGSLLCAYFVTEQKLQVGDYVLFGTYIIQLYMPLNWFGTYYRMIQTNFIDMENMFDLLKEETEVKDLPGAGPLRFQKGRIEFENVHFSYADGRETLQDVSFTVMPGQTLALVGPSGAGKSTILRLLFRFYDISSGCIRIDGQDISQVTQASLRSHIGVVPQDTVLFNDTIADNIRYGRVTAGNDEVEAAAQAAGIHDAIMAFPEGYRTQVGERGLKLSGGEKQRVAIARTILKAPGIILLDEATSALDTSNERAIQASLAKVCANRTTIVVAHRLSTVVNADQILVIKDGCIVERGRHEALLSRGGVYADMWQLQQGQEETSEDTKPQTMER
Granule exo inh: LAMP-1 surface exposure blockers, TALL-104 cells – cell-based, flow cytometry, MLPCN library, primary screen. inhibition, % at 10 µM. actives 0.66% (n = 360,000). TALL-104 LAMP-1 surface exposure; cells stimulated with thapsigargin and PMA. AID 651702, 2012;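 active = inhibition above about 55%, limit read from the data; inconclusive = no clear call, values can overlap the other calls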
Cardio protect: cardioprotection against H2O2-induced cell death, primary screen, uHTS, H9c2 cells, ATPLite luminescence; actives 0.63% (n = 360,000); protection from H2O2 cell death, % at 20 µM; H9c2 cardiomyocytes, H2O2 injury protection, 2 h;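 active = compounds giving at least 50% protection of heart cells from peroxide-induced death in the single-dose screen, raw or plate-pattern-corrected value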;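 note: 0% = DMSO wells with peroxide and 100% = DMSO wells without peroxide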
CaV13 ICDI inh: Disruptors of the CACNA1D IQ motif to Ca2+-dependent inactivation inhibitor domain association, primary screening, Förster resonance energy transfer in intact living … | HEK cells, CFP/YFP FRET ICDI-IQ, plate reader, 10 min; percent FRET-ratio fall versus neutral wells | inhibition, % at 12.3 µM | actives 0.098% (n = 340,000);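 active = mean replicate inhibition of at least 30% and at least 1% of replicates passing that level; inconclusive = only one of the two criteria is met; inactive = neither criterion is met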;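 note: 0% = median of the neutral control wells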
iPSC survival up: enhancers of single-cell hiPSC survival, primary screen, ATPlite luminescence; 100% = ROCK inhibitor wells, 0% = DMSO; survival enhancement, % at 20 µM; actives 0.044% (n = 360,000); in the data active = survival enhancement above about 18%;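 note: cells exposed to compounds for 16 hours before the ATP read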
Glyco luc inh: increase of ERlucT glycosylation luciferase signal, primary screen, N-linked glycosylation inhibitor project, D54 ERlucT cells, luminescence, set 2 | D54 ERlucT glycosylation luciferase reporter, 24 h; percent of 100 nM tunicamycin response | reporter increase, % at 12.5 µM | actives 0.23% (n = 360,000);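 active = mean luciferase reporter signal, scaled so untreated is 0 and the glycosylation-blocking control 100, at or above a set limit in every replicate; inconclusive = mean reaches the limit but not every replicate does; inactive = mean below the limit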;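 note: luciferase carries N-glycosylation sites so blocking glycosylation raises the light; 0% = median of neutral control wells and 100% = median of 100 nM tunicamycin wells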
aDG glyco act: activators of alpha-DG glycosylation, primary screen, uHTS, Pro5-aDG cells, AlphaScreen | alpha-DG glycosylation AlphaScreen (IIH6); 0% Pro5, 100% B10-LARGE cell signal | activation, % at 10 µM | actives 0.22% (n = 360,000);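 active = activation of at least 8% versus controls, or a plate z-score of at least 8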;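 note: Pro5 are CHO cells carrying HIG-tagged alpha-DG that lacks glycosylation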
Vif imaging: HIV Vif self-association inhibitors, primary screen, imaging, HEK293T, single point; HEK293T cells, Vif self-association by quenched fluorescence, 24 h; inhibition, % at 7.49 µM; AID 602346, 2012; actives 0.35% (n = 340,000); in the data active = inhibition above about 50%, passing the limit was not always enough; inconclusive = no clear call, values can overlap the other calls; inactive = below about 31%; note: some results filed as inactive read as strong as hits
m5-HT2A agonist: mouse Htr2a agonists via beta-arrestin recruitment, primary screen, cell-based, luminescence. actives 0.66% (n = 360,000). CHO-K1 mHTR2A beta-arrestin complementation; percent of 30 µM serotonin response. 5-hydroxytryptamine receptor 2A (Mus musculus), P35363. AID 624169, 2012. activation, % at 7.6 µM;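 active = activation above a run cutoff, the mean activation of all tested compounds plus 3 SD, cut at about 14% in these data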;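 note: 0% = plate median of compound wells and 100% = 30 µM serotonin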
PDI inh: inhibitors of human PDI, primary screen, biochemical, turbidity, single point, plate reader; Protein disulfide-isomerase (Homo sapiens), P07237; PDI insulin aggregation turbidity, A650, 90 min; inhibition, % at 10 µM; actives 0.052% (n = 350,000); AID 588391, 2011;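 active = mean inhibition across replicates of 30% or more, whatever share of single replicates reach that level; inconclusive = mean inhibition below 30% while every single replicate reaches 30%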;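 note: absorbance from insulin aggregation driven by PDI reduction with DTT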
The depositor's hits bear a star; ? = inconclusive; nt = no result given.

SMILES	PDI inh	Glyco luc inh	iPSC survival up	m5-HT2A agonist	CaV13 ICDI inh	Cardio protect	ABCB6 inh 2	Vif imaging	Granule exo inh	aDG glyco act
Cc1ccc(N(CC(=O)NCC2CCCO2)C(=O)CCC(=O)Nc2nccs2)cc1 (stereo unspecified)	22	2	-0.7	-4	-4	8	98	7	-9	0.1
COc1ccc(-c2nc(C(N)=O)c3[nH]c(=O)n(-c4cccc(Cl)c4)c3n2)cc1OC	2	36*	-1.4	3	nt	20	128	11	-2	0.8
C/C(=C\[C@@H](NP(=O)(c1ccccc1)c1ccccc1)c1ccccc1)CO[Si](c1ccccc1)(c1ccccc1)C(C)(C)C	-3	-11	-3.1	3	-7	-15	102	2	-4	0.1
Cc1nnc(SCC(=O)Nc2nnc(-c3ccccc3)o2)s1	-10	1	-0.3	-3	-7	-4	87	30	5	-0.3
CC1CCN(S(=O)(=O)c2cccc3cccnc23)CC1	-2	-1	0.0	0	-3	-2	168	-18	-3	-0.2
Cc1ccc(C(=O)O/N=C\c2ccc(N3CCCCC3)c([N+](=O)[O-])c2)cc1	1	-6	1.7	-1	-8	-18	91	-11	-4	1.3
C[C@@H]1O[C@H](C2CC2)Cc2[nH]c(=S)[nH]c(=O)c21	nt	nt	-0.9	3	-5	nt	94	nt	11	0.0
Cc1ccc(C)c(OCCC(=O)OCC(=O)Nc2cc(S(=O)(=O)N3CCOCC3)ccc2C)c1	-2	2	0.2	-3	-4	-4	98	-5	2	0.2
Cc1ccc(C(=O)OC(C)C(=O)Nc2ccc(Cl)cn2)s1 (stereo unspecified)	-6	1	4.0	1	-4	-6	98	-1	-5	-0.1
O=C(Nc1ccc(C(O)c2ccccc2)cc1)[C@@H]1O[C@H](CO)[C@@H](O)[C@H]1O (stereo partly specified)	-5	0	0.2	4	-4	-1	98	0	-18	-0.2
CCc1c(C(=O)NCc2ccccc2Cl)[nH]c(C)c1C(C)=O	-5	-3	1.3	-1	-5	-5	100	-4	-2	0.4
O=C(CSCc1cc(=O)n2ccsc2n1)Nc1ccc(F)cc1	-2	-2	-0.3	-1	-5	13	111	6	-7	0.0
COc1ccc(S(=O)(=O)Nc2ccc(NC(C)=O)cc2)cc1OC	0	3	-1.2	0	-5	7	94	-4	1	-0.2
COc1cc2ccccc2cc1C(=O)Nc1ccc(NC(=O)c2cccs2)cc1	2	-5	0.4	5	-2	37	88	6	31	0.2
CCOC(=O)N/N=C/c1cn(Cc2ccc(Cl)cc2)c2ccccc12	0	-13	-0.4	-5	-4	-6	97	1	-4	0.1
Cc1ccc(/C=C2/Sc3ccccc3N(CC(=O)NCC3CCCO3)C2=O)cc1 (stereo unspecified)	0	-3	-0.4	-1	nt	5	99	1	0	-0.3
CN(CCc1ccccc1)C(=O)c1ccc(NC(=O)Cc2ccc(NC(=O)C3CCN(C(=O)C4CCCC4)CC3)cc2)cc1	12	-3	-1.6	4	-5	-24	94	-7	1	0.1
CN(CC(=O)Nc1ccccc1Br)CC(=O)Nc1ccccc1-c1ccccc1	-5	1	-1.0	-4	-4	-4	89	-6	1	0.1
CC(c1ccc(F)cc1)n1c(-c2cccs2)n[nH]c1=S (stereo unspecified)	-2	-1	4.4	7	-19	11	100	17	0	-0.2
Cn1c(NC(=O)c2ccco2)cc(=O)n(C)c1=O	3	0	-1.8	-2	-8	-3	96	?	-4	0.0
Cc1c(Cl)cccc1NC(=S)N(CCN(C)C)C(C)c1ccccn1 (stereo unspecified)	3	0	-0.3	-1	-14	0	91	6	0	-0.1
CCOC(=O)C1(Cc2cccc(OC)c2)CCN(Cc2ccc(OC)c(OC)c2)CC1	-3	-3	-1.3	0	-5	1	99	-6	-2	0.5
CCN(C(=O)CSc1nnnn1-c1ccc(Cl)cc1)C1CCS(=O)(=O)C1 (stereo unspecified)	-6	1	-1.8	3	-5	0	98	nt	-2	0.0
FC(F)(F)c1cc(Cl)c2nc(-c3ccc(Cl)cc3)c(Cc3ccccc3)n2c1	nt	-4	-0.7	2	-9	-1	104	nt	-3	-0.3
COc1ccccc1CNC(=O)[C@H](C)NC(=O)[C@@H]1Cc2ccccc2CN1	-4	2	-0.3	2	-1	8	96	11	3	0.2
O=C1COc2ccc(C(=O)COC(=O)/C=C/c3ccco3)cc2N1	-5	20	-0.3	-1	nt	10	97	10	-3	-0.1
C=CCOC(=O)C1=C(C)Nc2nnnn2C1c1cccs1 (stereo unspecified)	0	1	7.3	-5	-4	2	98	11	0	0.1
O=C(NCC1CCCO1)c1ccc(S(=O)(=O)Nc2ccccc2F)cc1 (stereo unspecified)	-1	-2	-0.3	3	-6	1	103	-1	-2	-0.1
COc1ccc(C(NC=O)c2cc(OC)c(OC)cc2Br)cc1OC (stereo unspecified)	0	1	-0.8	-2	-5	3	97	7	0	-0.1
CCOc1cc(C(=O)Nc2ccc(S(=O)(=O)N3CCOCC3)cc2)cc(OCC)c1OCC	-1	0	-0.7	-7	nt	-15	93	-18	11	-0.1
CCOC(=O)c1cc(-c2ccc(F)cc2)n(CCC(=O)NC2CCN(Cc3ccccc3)CC2)c1C	6	-5	-2.7	-8	-4	20	98	-23	30	8.4*
CCNc1nc(NCC)n2c(SCC(=O)Nc3ccccc3)nnc2n1	6	2	0.0	-1	-3	6	91	4	-1	0.1
Cc1cc(C)nc(SCC(=O)Nc2ncc(Cc3cccc(Cl)c3Cl)s2)n1	-3	-9	-0.5	2	-8	-21	97	-15	-3	0.2
O=C(Nc1nnc(SCc2ccc(F)cc2)s1)c1ccccn1	4	0	6.8	-7	-5	40	96	-4	2	2.4
O=C(CSc1nnc(CNC(=O)c2cccs2)o1)Nc1ccc2c(c1)OCO2	2	1	5.9	11	-5	3	92	16	-2	-0.2
Cc1cc(C)n2nc(S(=O)(=O)NCCc3ccccc3)nc2n1	nt	1	0.7	-4	7	12	94	18	-2	-0.1
COc1cc(NC(=O)c2cc([N+](=O)[O-])ccc2NC(=O)CNC2CCCCC2)cc(OC)c1	1	-6	2.0	-4	-3	-1	100	0	12	-0.5
Cc1nc(Cl)c2c(n1)NC(=O)CO2	-7	-1	1.1	0	-5	5	100	-1	-2	-0.1
Cc1ccccc1OC(C)C(=O)Nc1ccc(S(=O)(=O)N2CCCC2)cc1 (stereo unspecified)	2	nt	-0.4	-2	-6	-7	98	nt	-2	0.2
CCN(CC(=O)Nc1ccc(NC(C)=O)cc1)C(=O)c1ccc(Sc2nncn2C)c([N+](=O)[O-])c1	-4	1	-1.1	0	-9	1	95	-2	0	0.0
O=C(COc1ccc(S(=O)(=O)NC2CCCCC2)cc1Cl)Nc1ccc2c(c1)OCO2	0	-3	-1.2	-7	-8	-16	103	-15	12	0.7
O=C(O)CSCC(=O)N1CCN(c2cc(C(F)(F)F)nc3ccccc23)CC1	4	2	0.3	-9	-2	9	99	-12	-8	-0.1
CCc1ccc(-n2c(=O)c3c(C)c(C)sc3n(CC(=O)NCC3CCCO3)c2=O)cc1 (stereo unspecified)	-4	0	1.7	3	-3	-4	90	-2	1	0.4
Cc1ccccc1N1CCN(c2ncnc3c2cnn3Cc2ccc(Cl)cc2)CC1	-5	-4	1.1	2	nt	-19	98	-20	-3	0.1
O=C(NCCCCc1ccccc1)C1CC(c2ccccc2C(F)(F)F)=NO1 (stereo unspecified)	-3	0	-0.1	-7	-13	-6	98	nt	1	0.1
Cc1cc(/C=N/NC(N)=S)c(C)n1-c1ccc(Cl)cc1	5	-6	-3.9	-2	-4	-8	101	1	0	1.9
O=C(CCN1C(=O)c2ccccc2C1=O)Nc1ccccc1C(F)(F)F	-5	1	1.3	-3	-3	3	102	6	-1	0.0
CCCOc1ccc(/C(O)=C2/C(=O)C(=O)N(CCN(C)C)C2c2ccncc2)cc1 (stereo unspecified)	2	2	-0.7	-4	-5	-3	94	-4	-2	0.0
Cc1nc(C)c(-c2ccc(SCc3ccc(Cl)cc3)nn2)s1	-5	0	-0.5	-7	-4	-8	99	-14	8	0.4
COc1cccc2cc(C(=O)NCCC3=CCCCC3)c(=O)oc12	11	1	-1.3	-1	3	0	108	-1	0	0.4

Next part
SMILES	PDI inh	Glyco luc inh	iPSC survival up	m5-HT2A agonist	CaV13 ICDI inh	Cardio protect	ABCB6 inh 2	Vif imaging	Granule exo inh	aDG glyco act
CCn1c(SCC(=O)Nc2ccc(C(=O)OC)cc2)nc2cccnc21	0	-1	-2.3	-2	-6	-4	93	5	2	0.5
Cc1[nH]oc(=O)c1N=Nc1ccc2[nH]c(=O)[nH]c2c1	1	3	-0.1	-1	-5	-4	71*	-3	-2	-0.1
COc1ccc(CCNC(=O)C2CCN(S(=O)(=O)N3CCC4(CC3)OCCO4)CC2)cc1OC	4	0	-0.3	3	-3	0	99	-16	0	-0.1
O=C(O)C1CC(O)CN1C(=O)c1ccco1 (stereo unspecified)	-2	0	3.6	6	-6	1	102	8	1	0.1
